Bioassay records: PubChem BioAssay, National Center for Advancing Translational Sciences (NCATS)
aSyn yeast rescue: qHTS of alpha-syn Inhibitors: NCGC Sytravon Library Screen. 94,000 tested, 0.02% active. S. cerevisiae alpha-synuclein toxicity rescue, BacTiter-Glo growth, 24 h. Potency, µM (series often up to 46.1 µM), for the others: at the top dose growth rescue (activation), most hits filed as activators. AID 1347070, 2019; active means well fitted activation curve with a large enough effect; further: 0% is about no effect
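Growth restoration measured by BacTiter-Glo luminescence after 24 hr at 30 deg C; alpha-synuclein yeast, raffinose-pregrown to mid-log, were added at OD600=0.02 in galactose medium onto pinned compounds.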
* hit, by the source's call. Potency means the concentration at half of the fitted maximal effect.

SMILES	aSyn yeast rescue
COc1cccc(NC(=O)CN(C)C(=O)/C=C/c2cn(Cc3ccccc3)nc2-c2cccnc2)c1	5%
Cc1nn(C)cc1S(=O)(=O)Nc1ccc2c(c1)OCCO2	-1%
NC(=O)CN1C(=O)C2(SCC(=O)N2c2cccc(F)c2)c2ccccc21 (configuration not stated)	1%
Cc1ccc(C(=O)N(Cc2ccc(N(C)C)cc2)Cc2ccco2)cc1	3%
CCNC(=O)c1ccc(C)c(-n2c(C)nc3cccnc32)c1	0%
CCc1ccc2oc(-c3ccc(C)c(NC(=O)Cc4ccccc4)c3)nc2c1	-10%
O=C(CSc1ncccn1)N1CCCc2ccccc21	-17%
COc1ccc(Nc2nc3ccccc3n3c(N)nnc23)cc1	4%
COc1ccc(C)cc1NC(=O)NC1CC(=O)N(c2ccc3c(c2)OCCO3)C1 (configuration not stated)	4%
CCc1ccc([C@@H]2C[C@H]3[C@@H](CN2S(=O)(=O)c2ccc(C)cc2)C(=O)C[C@@H](c2cccc(Cl)c2)N3S(=O)(=O)c2ccc(C)cc2)cc1	-8%
COC(=O)c1cc(S(=O)(=O)NCC2CCN(Cc3cc(C)ccc3C)CC2)c[nH]1	-11%
CCOC(=O)COc1cccc2c(=O)n(CC(=O)NCc3ccc(F)cc3)ccc12	-1%
COc1ccc(-c2nc3ccccc3s2)cc1NC(=O)c1cc(OC)c(OC)c(OC)c1	-3%
CCOC(=O)c1[nH]c(C)c(CCC(=O)NCc2ccccc2)c1C	-4%
Cc1ccc(CNC(=O)CS(=O)Cc2nc(-c3cccs3)oc2C)cc1 (configuration not stated)	2%
Cc1ccc(NC(=O)CN2C(=O)C3C4C=CC(C4)C3C2=O)cc1 (configuration not stated)	3%
O=C(NC(=O)N1CCCc2ccccc21)c1ccccc1	-5%
COc1cc2oc(-c3ccc(O)cc3)cc(=O)c2c(OC)c1O	1%
O=C(c1ccc2c(c1)CCN2S(=O)(=O)c1ccc(Cl)cc1)N1CCN(c2ccccc2F)CC1	10%
COCCN1C(=O)/C(=C/c2cc3c(cc2Br)OCO3)NC1=S	-3%
Cc1ccc(CN2CCC[C@]3(N[C@H](c4ccc(C(F)(F)F)cc4)[C@@H]4C(=O)N(Cc5ccccc5)C(=O)[C@@H]43)C2=O)cc1	6%
CCOc1ccccc1-n1nnnc1SCC(=O)N(C)C1CCS(=O)(=O)C1 (configuration not stated)	-4%
CC1(C)CC(=O)C2=C(C1)Nc1ccccc1NC2c1ccc([N+](=O)[O-])cc1 (configuration not stated)	0%
COc1ccc(OC)c(CCNC(=O)c2ccc3c(c2)N(Cc2ccc(C)cc2)CCS3)c1	8%
CCc1cccc(CC)c1NC(=O)C1CCC(CNS(=O)(=O)c2cccc3nsnc23)CC1 (configuration not stated)	6%
CCc1ccc(NC(=O)C2CCCN2S(=O)(=O)c2ccc3c(c2)CCCC(=O)N3)cc1 (configuration not stated)	0%
CCOc1ccc(NC(=O)NCCc2c(C)nn(C)c2C)cc1	0%
Cc1cc(NS(=O)(=O)c2ccc(NC(=O)c3cc4cc(Br)ccc4oc3=O)cc2)no1	-6%
Clc1ccc(-c2noc3ncnc(N4CCCCC4)c23)cc1	-18%
CCOc1ccc(CCNC(=O)c2cccc(-n3c(C)nc4cccnc43)c2)cc1	5%
COc1cccc(C(=O)NCCNC(=O)c2ccccn2)c1	-2%
COc1ccc(CCNC(=O)c2ccc3c(c2)N=C(C)c2ccccc2S3)cc1OC	-7%
COc1ccc(C(C#N)c2ccc(Cl)nn2)cc1 (configuration not stated)	-2%
C/C(=N\NC(=O)c1cccc([N+](=O)[O-])c1)c1cccs1	3%
CC(C)c1ccc(OCc2cc(=O)n3c(-c4ccccc4)csc3n2)cc1	-2%
O=C1C=C(N2CCOCC2)c2cccc3cccc1c23	-15%
COc1ccc(S(=O)(=O)N(CC(=O)NCCc2ccccc2)c2ccc(Cl)cc2)cc1	-7%
CCS(=O)(=O)N1CCN(S(=O)(=O)c2ccc(S(=O)(=O)NC3CC3)cc2)CC1	12%
COc1ccc(/C=C(\NC(=O)c2ccc(Cl)cc2)C(=O)NCCCN2CCOCC2)cc1OC	4%
CCCOc1ccc(NC(=O)CC2C(=O)N(c3ccc(C)cc3)C(=O)N2C2CCCC2)cc1 (configuration not stated)	-11%

Entries from the list above with an aryl thioether with sulfur outside any ring:
SMILES	aSyn yeast rescue
O=C(CSc1ncccn1)N1CCCc2ccccc21	-17%
CCOc1ccccc1-n1nnnc1SCC(=O)N(C)C1CCS(=O)(=O)C1 (configuration not stated)	-4%

Following part
SMILES	aSyn yeast rescue
O=C(NNC(=O)C1CCCN(S(=O)(=O)c2cccc(F)c2)C1)C1CC1 (configuration not stated)	-10%
COc1ccc(N(C)S(=O)(=O)c2cccc(C(=O)N3CCN(c4ccccc4)CC3)c2)cc1	2%
CCN(CC)C(=O)C1=C(C)N(Cc2ccc(C(C)(C)C)cc2)C(=O)C(CC(=O)NCc2cccc3ccccc23)C1 (configuration not stated)	8%
Cc1nc(SCC(=O)NC2CCCC2)c2oc3ccccc3c2n1	8%
Cc1onc(-c2ccccc2)c1C(=O)N1CCN(S(=O)(=O)c2ccccc2Br)CC1	12%
COc1ccccc1CN1CCNC(=O)C1=O	-3%
CCc1ccccc1-n1nnc(-c2nc(-c3ccccc3F)no2)c1C	-7%
Cc1ccc(-c2nc(NCc3ccco3)n(S(C)(=O)=O)n2)cc1	1%
CN(CC(=O)Nc1cccc(F)c1)C(=O)CSc1ccc(Br)cc1	2%
COc1ccc(S(=O)(=O)NNC(=O)C2COc3ccccc3O2)cc1[N+](=O)[O-] (configuration not stated)	-3%
Cc1ccc(N2CC(NC(=O)Cc3ccc(F)cc3)CC2=O)cc1 (configuration not stated)	3%
CCc1ccccc1NC(=O)C(=O)NCC(c1cccnc1)N1CCc2ccccc21 (configuration not stated)	8%
COc1cccc(N2CCN(S(=O)(=O)c3ccc(-n4cnnn4)cc3)CC2)c1	0%
CCOc1cc(-c2nc3c(c(CC)nn3-c3ccccc3)c3cc(OC)c(OC)cc23)ccc1O	-3%
Cc1ccc(-c2nn(-c3ccccc3)cc2CNCc2ccccc2)cc1	-22%
COc1ccc(-c2cc(-c3ccc4c(c3)NC(=O)CO4)nc3c2COc2ccc(C)cc2-3)cc1	2%
Cc1ccc2c(c1)C(Cc1ccccc1F)C(=O)N2 (configuration not stated)	18%
COc1ccc(-c2cc(C(C)=O)c(C)n2CCC(=O)Nc2cccc(C)c2C)cc1	2%
O=C1CC(=O)Nc2ccccc2N1	2%
CC1=C(C(=O)OCC2CCCCC2)C(c2ccc(Cl)cc2)CC(=O)N1 (configuration not stated)	16%

Gathered by group: those above with a Cl atom
SMILES	aSyn yeast rescue
CCc1ccc([C@@H]2C[C@H]3[C@@H](CN2S(=O)(=O)c2ccc(C)cc2)C(=O)C[C@@H](c2cccc(Cl)c2)N3S(=O)(=O)c2ccc(C)cc2)cc1	-8%
O=C(c1ccc2c(c1)CCN2S(=O)(=O)c1ccc(Cl)cc1)N1CCN(c2ccccc2F)CC1	10%
Clc1ccc(-c2noc3ncnc(N4CCCCC4)c23)cc1	-18%
COc1ccc(C(C#N)c2ccc(Cl)nn2)cc1 (configuration not stated)	-2%
COc1ccc(S(=O)(=O)N(CC(=O)NCCc2ccccc2)c2ccc(Cl)cc2)cc1	-7%
COc1ccc(/C=C(\NC(=O)c2ccc(Cl)cc2)C(=O)NCCCN2CCOCC2)cc1OC	4%
CC1=C(C(=O)OCC2CCCCC2)C(c2ccc(Cl)cc2)CC(=O)N1 (configuration not stated)	16%

(further entries)
SMILES	aSyn yeast rescue
CC(C)(C)C1CCc2c(sc(NC(=O)c3cc(-c4ccc(F)cc4)on3)c2C#N)C1 (configuration not stated)	-6%
CCOc1ccc(S(=O)(=O)N2CCCC(C(=O)NCCN3CCOCC3)C2)cc1Cl (configuration not stated)	10%
Cc1nc2nc(SCC(=O)N(C)Cc3ccccc3)nn2c(C)c1Cc1ccccc1Cl	4%
Cc1ccc(Nc2ccc3cc(S(=O)(=O)N4CCCCC4)ccc3n2)cc1F	-20%
O=C(Nc1ccc(F)cc1)[C@H](CSCc1ccccc1)N1Cc2ccccc2C1=O	3%
Cn1nnnc1SCC(=O)Nc1cccc([N+](=O)[O-])c1	3%
O=C(CN1CCN(S(=O)(=O)c2ccccc2[N+](=O)[O-])CC1)Nc1ccc(N2CCOCC2)cc1	-1%
CCC(=O)N/N=c1/sc2ccccc2n1C	-14%
CC(=O)NC1C(OCc2ccccc2)OC2COC(c3ccccc3)OC2C1OCC(=O)O (configuration not stated)	-2%
CCOc1ccc(Sc2cc(C(=O)NCCCOC)c3ccccc3n2)cc1	-6%
CCCCCn1c(=O)[nH]c2cc(C(=O)N3CCN(c4ccc(F)cc4)CC3)ccc2c1=O	3%
Nc1ccc(-n2nc3ccccc3n2)cc1	12%
COc1ccc(-n2nc3c(N4CCCC(C(=O)NCCc5ccc(C)cc5)C4)nnc(C)c3c2C)cc1 (configuration not stated)	5%
Cc1cccc(OC(=O)c2cc(-c3ccc(C)c(C)c3)on2)c1	-17%
COc1ccc(NC(=O)CN(C)C(=O)/C=C/c2cn(-c3ccccc3)nc2-c2cccs2)cc1	9%
Cc1c(C(=O)N2CCC(c3nc4ccccc4s3)CC2)oc2ccc(Cl)cc12	8%
C[C@@H]1CCCCO[C@@H](CN(C)C(=O)Nc2ccccc2)[C@@H](C)CN([C@H](C)CO)C(=O)c2cc(N(C)C)ccc2O1	-5%
COc1ccc(CN(C)C(=O)C23CC4CC(CC(Cl)(C4)C2)C3)c(OC)c1OC	-3%
O=C1CCCN1c1ccc(S(=O)(=O)N2CCCCC2)cc1[N+](=O)[O-]	4%
CN(C)c1nc(N(C)C)n(C(=O)c2cccs2)n1	3%
COc1ccc(CCNC(=O)c2ccc(Cn3c(=O)c4ccccc4n(Cc4cc(C)ccc4C)c3=O)cc2)cc1OC	-9%
CC(C)CCC(CCNCc1ccccn1)c1ccc(Cl)cc1 (configuration not stated)	-9%
COc1ccc(NC(=O)Cn2nnc3ccccc32)c([N+](=O)[O-])c1	-5%
CCN1C(=O)C(Cc2nc3ccccc3c(=O)n2C)c2cc(C)ccc21 (configuration not stated)	9%
CCc1ccccc1NS(=O)(=O)c1ccc(NC(=O)N2CCCC2)cc1	3%
O=C1CN(C(=O)CNCc2ccccc2Cl)c2ccccc2N1	6%
CCc1nnc2c(NCc3ccc(F)cc3)nc3ccccc3n12	3%
COc1cc(-c2ccno2)ccc1S(=O)(=O)N1CCN(c2cccc(Cl)c2)CC1	7%
O=C1ON=C(c2cccc([N+](=O)[O-])c2)/C1=C/c1ccc(O)cc1	-15%
CCOC(=O)c1ccc(NC(=O)CCS(=O)(=O)c2ccc(C)cc2)cc1	3%
CCCN(CCC)C(=O)Cn1c(=O)n(-c2ccc(OC)cc2OC)c(=O)c2c3c(sc21)CCC3	9%
O=C(COc1ccccc1Cl)N1CCc2ccccc21	0%
Cc1ccc(N(C)S(=O)(=O)c2ccc3[nH]c4c(c3c2)CCCC4)cc1	2%
COC(=O)c1ccc2c(c1)N(Cc1cc(C)ccc1C)C(=O)c1ccccc1S2	16%
COC(=O)c1ccccc1NC(=O)CCCN1C(=O)C(c2ccccc2)Oc2cccnc21 (configuration not stated)	7%
COC(=O)[C@H]1C[C@@]2(O)CN(S(=O)(=O)c3ccc(C)cc3)C[C@@]2(OC(=O)NC2CCCC2)C[C@H]1C(=O)OC	7%
CC(C)COc1ccc(C(=O)NCC2(N3CCN(C)CC3)CCCCC2)cc1	0%
CCc1ccc(-n2c(=O)c3c(C)c(C(=O)N(C)C)sc3n(Cc3ccccc3F)c2=O)cc1	-10%
CCCCCSc1nc2c(c(=O)[nH]c(=O)n2C)n1CC	-8%
O=C(Nc1cc(Cl)cc(Cl)c1)c1ccc(F)c(S(=O)(=O)N2CCCC2)c1	-10%

Two compounds drawn at random from those above, as already listed:
SMILES	aSyn yeast rescue
CCc1ccc(-n2c(=O)c3c(C)c(C(=O)N(C)C)sc3n(Cc3ccccc3F)c2=O)cc1	-10%
COc1cc(-c2ccno2)ccc1S(=O)(=O)N1CCN(c2cccc(Cl)c2)CC1	7%

(list continues)
SMILES	aSyn yeast rescue
COc1cc(CN(C(=O)c2ccc(C)cc2)c2ccccn2)cc(OC)c1OC	-11%
COc1ccc(C(CNC(=O)c2cccc(S(=O)(=O)Nc3ccc(F)cc3)c2)N(C)C)cc1 (configuration not stated)	5%
CC(=O)N1CCc2cc(Br)cc(S(=O)(=O)NCCc3ccc(Cl)cc3)c21	5%
CCOC(=O)NC(=S)Nc1c(C)n(C)n(-c2ccccc2)c1=O	-12%
COc1ccc(CCNC(=O)c2cc3c(-c4ccc(OC)c(OC)c4)nn(C)c3s2)cc1OC	2%
CCOc1ccccc1C(=O)NCc1ccc2c(c1)CCN2C(=O)c1ccccc1	-2%
CCOCCCNC(=O)Nc1cc(C(=O)NCc2ccc(C(C)C)cc2)ccc1N1CCCC1	4%
Cc1ccc2c(c1)N(C(=O)CCC(=O)NCCCN1CCN(C)CC1)CCO2	-1%
CCN1c2ccccc2-c2nc(SCC(=O)NCc3ccc(C)cc3)ncc2S1(=O)=O	4%
CCCCN(C(=O)c1cc(-c2ccco2)nc2ccccc12)c1c(N)n(CCCC)c(=O)[nH]c1=O	3%
CCN1CCN(c2ccc(S(=O)(=O)N3CCCCC3)cc2NC(=O)Cc2ccccc2)CC1	-1%
CC(=O)N(O)CCCCCNC(=O)CCC(=O)N(O)CCCCCNC(=O)CCC(=O)N(O)CCCCCN	4%
C/C(=N\NC(=S)Nc1ccccc1C)c1ccc(O)cc1	0%

Not all compounds are listed; count on the stated rates, not on these rows.
